Screening data (PubChem BioAssay)
BL2 CD40 inh: CD40 pathway inhibition in BL2 cells | inhibition, % at 10 µM | 83,000 tested, 0.94% active | BL2 NF-kB luciferase reporter, CD40L-induced, 4 h;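 active = mean inhibition of at least 50% with a set share of replicates also reaching that level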;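 note: 0% = neutral control wells and 100% = IKK inhibitor VII at 50 µM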
An asterisk follows results filed as active; & = joins results of further samples; [ ] = remark or other dose. The list is partial (hit frequency here may not be typical).

BL2 CD40 inh,mol
-1,COc1cccc(-c2cccc(-c3nc(C(=O)N(C)C)cc4c3[C@H](CCO)N([S@@](=O)C(C)(C)C)C4)c2)c1
1,COC(=O)c1ccccc1CC1SC(N)=NC1=O (stereo not drawn)
10,O=C(NCC1CCCO1)C1CCN(CC2CCCCC2)CC1 (stereo not drawn)
10,CC1C(=O)N2CCCc3cc(S(=O)(=O)N4CCCCC4)cc1c32 (stereo not drawn)
14[25 µM],CS(=O)(=O)N1C[C@@H]2N[C@H](C1)[C@@H]2c1ccc(-c2ccccc2)cc1
0,O=C(Cn1cnc2ccccc2c1=O)Nc1ccccc1N1CCOCC1
6,COc1cccc(CNC(=O)Cc2ccc(OC)c(S(=O)(=O)N3CCOCC3)c2)c1
9,CN(CC(=O)Nc1ccccc1N1CCOCC1)S(=O)(=O)c1ccc(F)cc1
12[25 µM],O=C(Nc1cccc(F)c1)N1C[C@@H]2[C@H](c3ccccc31)[C@@H](CO)N2C(=O)Cc1ccccn1
2[25 µM],CCCC#Cc1ccc([C@H]2[C@H]3CN(S(C)(=O)=O)CCCCN3[C@H]2CO)cc1

Carrying on:
BL2 CD40 inh,mol
-2,O=C(NCC(=O)N1CCN(S(=O)(=O)c2ccccc2C(F)(F)F)CC1)c1sc2ccccc2c1Cl
-7[25 µM],C[C@H]1CN([C@@H](C)CO)C(=O)c2ccccc2-c2ccccc2CO[C@H]1CN(C)C(=O)c1cc(Cl)cc(Cl)c1
-31,Cc1nc2nc(SCc3ccccc3)nn2c(C)c1C
2,COc1ccc2nc(NC(=O)c3ccccc3-c3ccccc3C(=O)O)sc2c1
-8[25 µM],N#C[C@@H]1[C@@H](c2ccc(/C=C/c3ccccc3)cc2)[C@@H](CO)N1C(=O)C1CCCC1
6,Cn1nc(C2CC2)cc1NC(=O)CC(CC(=O)O)c1ccccc1 (stereo not drawn)
18,Cn1c(=O)c2c(SCCN3CCOCC3)nc(C3CCCC3)nc2n(C)c1=O
15,COC(=O)COc1ccc(S(=O)(=O)NCCC2=CCCCC2)cc1
-8,O=C(Cc1ccncc1)N1C[C@@H]2N[C@H](C1)C2c1ccc(-c2cccc(F)c2)cc1 (stereo partly drawn)
-33,CN(C(=O)COC(=O)c1ccc[nH]c1=O)C1CCCCC1

Reprinted from the part before: 7 compounds, followed by the next part.
BL2 CD40 inh,mol
2,COc1ccc2nc(NC(=O)c3ccccc3-c3ccccc3C(=O)O)sc2c1
-8[25 µM],N#C[C@@H]1[C@@H](c2ccc(/C=C/c3ccccc3)cc2)[C@@H](CO)N1C(=O)C1CCCC1
6,Cn1nc(C2CC2)cc1NC(=O)CC(CC(=O)O)c1ccccc1 (stereo not drawn)
18,Cn1c(=O)c2c(SCCN3CCOCC3)nc(C3CCCC3)nc2n(C)c1=O
15,COC(=O)COc1ccc(S(=O)(=O)NCCC2=CCCCC2)cc1
-8,O=C(Cc1ccncc1)N1C[C@@H]2N[C@H](C1)C2c1ccc(-c2cccc(F)c2)cc1 (stereo partly drawn)
-33,CN(C(=O)COC(=O)c1ccc[nH]c1=O)C1CCCCC1
3,CCCn1cnc2c(c1=O)c1nc3ccccc3nc1n2Cc1ccccc1OC
48[25 µM],C[C@@H]1CN([C@@H](C)CO)C(=O)c2cccc(NC(=O)c3ccc(-c4nccs4)cc3)c2O[C@H]1CN(C)Cc1ccc(Cl)c(Cl)c1
-10,O=C(c1ccc(-n2cccc2)cc1)N1CCN(Cc2ccccc2)CC1
7,COc1ccc(CNC(=O)CCCn2c(=O)c3cccn3c3cccnc32)cc1
6,COc1ccc(CCNC(=O)c2cc(-c3ccccc3)on2)cc1OC
5,O=C(CN1CCCSc2ccccc21)N1CCN(S(=O)(=O)c2ccccc2)CC1
6,Cc1nn(-c2cccc(Cl)c2)c2nc(-c3ccncc3)cc(C(=O)N3CCOCC3)c12
6,Cc1ccc(OCCNC(=O)CCC(=O)N2CCOCC2)cc1
5[25 µM],O=C(NC[C@H]1[C@H](c2ccccc2)[C@H](CO)N1C(=O)Cc1ccncc1)C1CCC1
-7,COc1ccc(NS(=O)(=O)c2cc(NC(=O)c3ccc(S(=O)(=O)N(C)C)cc3)ccc2N2CCOCC2)cc1

Reprinted from the part before: 3 entries, followed by the next part.
BL2 CD40 inh,mol
6,Cc1ccc(OCCNC(=O)CCC(=O)N2CCOCC2)cc1
5[25 µM],O=C(NC[C@H]1[C@H](c2ccccc2)[C@H](CO)N1C(=O)Cc1ccncc1)C1CCC1
-7,COc1ccc(NS(=O)(=O)c2cc(NC(=O)c3ccc(S(=O)(=O)N(C)C)cc3)ccc2N2CCOCC2)cc1
-54,O=C(N/N=C/c1cccc2ccccc12)c1cccs1
3,Cc1cc(=O)n(CC(=O)O)c2ccccc12
-17,O=C(Nc1ccc(F)cc1)N1C[C@H]2[C@@H](c3ccccc31)[C@@H](CO)N2C(=O)c1ccc(F)cc1
3,COCC(C)n1c(C)cc(C(=O)COC(=O)/C=C/c2cccc(F)c2)c1C (stereo not drawn)
5,COc1ccc(Cl)cc1NC(=O)COC(=O)Cc1cccs1
-5[25 µM],CN1CCN(C(=O)[C@@H]2[C@@H](CO)[C@@H]3Cn4c(ccc(/C=C/c5ccccc5)c4=O)[C@@H]3N2CC2CC2)CC1
-5[25 µM],CCNC(=O)[C@@H]1[C@@H](CO)[C@@H]2Cn3c(ccc(-c4cccc(OC)c4)c3=O)[C@@H]2N1C(=O)NC(C)C
-7,COc1cc(OC)cc(C(=O)NC(=S)NCCc2ccccc2)c1
21,OCC1C2c3ccccc3C(c3ccccc32)C1CO (stereo not drawn)
4[25 µM],O=C(Nc1ccccc1)NC1CC(C(=O)O)Nc2cc(Cl)cc(Cl)c21 (stereo not drawn)

The list continues.
BL2 CD40 inh,mol
-4,COc1cccc(C2(C)NC(=O)N(CC(=O)c3cc(C)n(C4CC4)c3C)C2=O)c1 (stereo not drawn)
1,O=C(NCCO)c1ccc(-c2nnc(N3CCOCC3)c3ccccc23)cc1
-20,C#CCn1ccc(O)c(Cc2c(F)cccc2Cl)c1=O
-5[25 µM],COc1ccc(C#Cc2ccc3c(c2)[C@H]2[C@H](CCN2C(=O)Nc2ccc(C(F)(F)F)cc2)[C@H](CO)N3C)cc1
0,C=CCN1C(=O)c2oc3ccccc3c(=O)c2C1c1ccc(O)c(OC)c1 (stereo not drawn)
-1,COc1ccccc1C(=O)NCC(=O)NCCCN1CCOCC1
9,CN(C(=O)CSc1ncnc2sccc12)C1CCS(=O)(=O)C1 (stereo not drawn)
-12,Cc1occc1C(=O)Nc1cccc(Cn2cccn2)c1
2,Cc1c(Cl)cnc(NC(=O)COC(=O)c2ccncc2)c1Cl
-5,COc1ccc(OCCOC(=O)CNS(=O)(=O)c2ccc(SC)c([N+](=O)[O-])c2)cc1

Other records.
BL2 CD40 inh,mol
0,COc1ccccc1NC(=O)CN1CCC(c2nc3ccccc3[nH]2)CC1
-8,COc1cnc(-c2ccccc2)nc1Sc1ccccc1
-3,CCCc1nc2ccccc2c(C(=O)OCC(=O)N2CCc3ccccc32)c1CC
2,COc1ccc(NC(=O)COC(=O)CC2CCCC2)cc1Cl
9[25 µM],C/C=C/c1ccc([C@@H]2[C@H](CO)N[C@@H]2CN(C)S(=O)(=O)c2ccccc2)cc1
19[25 µM],C[C@H](O)C#Cc1ccc([C@H]2[C@H]3CN(S(=O)(=O)Cc4ccccc4)CCCCN3[C@H]2CO)cc1
2[25 µM],N#C[C@@H]1[C@@H](c2ccc(-c3ccccc3F)cc2)[C@@H](CO)N1C(=O)c1ccccn1
1,CN(CCC#N)CC(=O)Nc1ccc(NC(=O)CN(C)CCC#N)cc1
-1[25 µM],CC=Cc1ccc2n(c1=O)C[C@@H]1[C@@H](CO)[C@H](C(=O)NCc3ccccn3)[C@H]2N1CC1CC1 (mixture of isomers)
-47,CN(C(=O)CSc1nc2ccccc2o1)C1CCCCC1

(cont.)
BL2 CD40 inh,mol
-7,Cc1cc(C(=O)N/N=C/c2ccc([N+](=O)[O-])cc2)c2ccccc2n1
-3,Cc1cc(C)c2c(N=CN(C)C)c(C(=O)N3CCN(c4ncccn4)CC3)sc2n1
-2[25 µM],N#C[C@@H]1[C@@H](c2ccccc2)[C@H](CO)N1C(=O)c1cc(Cl)cc(Cl)c1
1,CC(=O)c1ccccc1NC(=O)COC(=O)C1=NN(c2ccccc2)C(=O)CC1
3,CSCCC(NC(=O)C1CCC(C)CC1)C(=O)NCCN1CCC(C)CC1 (stereo not drawn)
-1,c1ccc(Oc2ccc(-n3cnnn3)cc2)cc1
14,N=c1n(CC(=O)c2cccs2)c2ccccc2n1Cc1ccccc1
6,Cc1ccc(S(=O)(=O)N(Cc2nccn2C)C(C)C)cc1
-22,N#CCC(=O)Nc1nc(-c2ccc3c(c2)OCCO3)cs1
-2[25 µM],N#C[C@@H]1[C@H](c2ccc(C3=CCCC3)cc2)[C@@H](CO)N1C(=O)c1ccccn1

Next section.
BL2 CD40 inh,mol
30,CC/C(=C(/c1ccccc1)c1ccc(OCC[N+](C)(C)C)cc1)c1ccccc1
2,CC(C)CNC(=O)COc1ncnc2sccc12
14,Cc1cccc(N/C(=N/S(=O)(=O)c2ccccc2)c2ccccc2)n1
0,CN(c1ccccc1)S(=O)(=O)c1ccc(Cl)c(C(=O)Nc2ccncc2)c1
-6,COc1ccc(C(=O)OCC(=O)Nc2cc(C)on2)cc1F
-15,COc1ccc(-c2noc(C3CCCN(C(=O)c4ccc(F)cc4)C3)n2)cc1 (stereo not drawn)
-16,Cc1nn2c(NCCN(C)C)c3c(nc2c1-c1ccccc1)CCC3
-1,Cc1ccc(CSc2nnc3c(n2)OC2(Nc4ccccc4-3)C(=O)Nc3ccc(F)cc32)cc1 (stereo not drawn)
1,CN(C)S(=O)(=O)Oc1ccccc1C(=O)Nc1ccc(F)cc1
-11,Cc1ccc(OC(C)C(=O)Nc2ccc(Cl)cn2)c([N+](=O)[O-])n1 (stereo not drawn)

The list goes on.
BL2 CD40 inh,mol
8,CC1Cc2ccccc2N1S(=O)(=O)c1cccc(C(=O)NCC(c2ccco2)N2CCCC2)c1 (stereo not drawn)
16,CCCn1c(SCC(=O)NC2CCC(C)CC2)n[nH]c1=O (stereo not drawn)
2,CCOc1ccc(S(=O)(=O)NCCC(=O)NCC2COc3ccccc3O2)cc1 (stereo not drawn)
16,COc1ccc(CC(=O)OCC(=O)NC(=O)NC(C)C)cc1
-4,O=C(COC(=O)c1ccccc1F)NC1CC1
-5[25 µM],OC[C@@H]1[C@H](c2ccccc2)C2(CN(Cc3nccs3)C2)N1CC1CCOCC1
0,O=C(NCCCN1CCOCC1)c1cc(-c2ccc3c(c2)OCO3)nc2ccccc12
-9[25 µM],CCCNC(=O)N1C[C@@H](C)[C@@H](OC)CN(C)C(=O)c2ccc(NC(=O)CC)cc2OC[C@@H]1C
1,CSC1=NCCN1S(=O)(=O)c1ccc2ccccc2c1
-32,Cc1cc(C(=O)Nc2cccc(C(=O)O)c2)c(C)o1

More entries.
BL2 CD40 inh,mol
-5,CCN(CCn1cccn1)C(=O)CC1C(=O)NCCN1CCc1ccccc1 (stereo not drawn)
0,CN(Cc1ccccc1)C(=O)COC(=O)c1ccccc1SCC(=O)N1CCCC1
20,CC(C)(C)NC(=O)Cn1cc(C#N)c2cc(Br)ccc21
0,COc1ccc(C)cc1CN(C)c1ccc(S(=O)(=O)N2CCN(C)CC2)cn1
2,C/C(=N/Nc1ccc(Cl)cc1)c1cnnc(-c2ccccc2)n1
-4,Cc1nc(-c2ccc(F)cc2)c(CC(=O)NCC(=O)Nc2ccc(F)c(F)c2)s1
7,Cc1cc(Cl)ccc1NC(=O)CCC(=O)O
-12,CCN(C(=O)COC(=O)CNC(=O)c1ccc2ccccc2c1)c1c(N)n(Cc2ccccc2)c(=O)[nH]c1=O
4,CCCC(=O)N=c1sc2c(OC)ccc(OC)c2n1C
-4[25 µM],O=C(NCc1ccc(F)cc1)[C@H]1[C@H](CO)[C@H]2Cn3c(cccc3=O)[C@H]2N1C(=O)c1cccnc1

Later entries
BL2 CD40 inh,mol
2[25 µM],O=C(Cc1ccncc1)NCC[C@@H]1CC[C@H](NS(=O)(=O)c2ccccc2Cl)[C@H](CO)O1
-4,Cn1c(Cn2c(=O)sc3ccccc32)nnc1SCc1ccccn1
0,O=C(NCCc1cccc(Cl)c1)c1cccc(-n2cnnn2)c1
0,COc1ccc(S(=O)(=O)N2CCCC(C(=O)NC3CC3)C2)cc1OC (stereo not drawn)
5,O=C(COC(=O)c1cccc(S(=O)(=O)NCc2ccccc2)c1)NC1CC1
0,O=C(NC1CCCCCC1)C1CCN(S(=O)(=O)c2cccc3cccnc23)CC1
-61,O=C(Nc1ccc(-c2noc(-c3cccs3)n2)cc1)c1cccnc1
15[25 µM],CC=Cc1ccc2n(c1=O)C[C@@H]1[C@@H](CO)[C@H](C(=O)NC3CCCC3)N(CC3CCCCC3)[C@H]21 (mixture of isomers)
1&2,CN(C)C(=O)c1ccc(-c2ccc(C3[C@@H]4CN(C(=O)C5CCC5)C[C@H]3N4)cc2)cc1 (stereo partly drawn)
4,COc1ccc(C(=O)N2CCC2(C)C(=O)NC(C)C)c(OC)c1 (stereo not drawn)

(more compounds)
BL2 CD40 inh,mol
3,COc1ccc2cc(C(=O)CS(=O)(=O)c3ccc(Cl)cc3)c(=O)oc2c1
-1,COc1ccccc1C(=O)NCC(=O)NCC1(N2CCCCC2)CCCCC1
22[25 µM],O=C(CC1CC1)N1CC(=O)N2[C@H](CO)[C@@H](c3ccc(/C=C/c4ccccc4)cc3)[C@H]2C1
49[25 µM],N#C[C@@H]1[C@H](c2ccc(-c3ccccc3F)cc2)[C@H](CO)N1C(=O)c1ccccn1
19,Cn1c(=O)c2cc(S(=O)(=O)Nc3ccc4c(c3)OCO4)ccc2n(C)c1=O
-2,O=C(O)CCn1ccc2cc(S(=O)(=O)N3CCCCCC3)ccc21
6,C/C(Cl)=C/Cn1c(SCC(C)C)nc2c1c(=O)[nH]c(=O)n2C
-1,COc1ccc(NC(=O)C/C(C)=N/NC(=O)c2ccco2)c([N+](=O)[O-])c1

Another view of two compounds above.
> COc1ccccc1C(=O)NCC(=O)NCC1(N2CCCCC2)CCCCC1
- BL2 CD40 inh: -1

> O=C(CC1CC1)N1CC(=O)N2[C@H](CO)[C@@H](c3ccc(/C=C/c4ccccc4)cc3)[C@H]2C1
- BL2 CD40 inh: 22[25 µM]
